Assay outcomes: PubChem, several laboratories
HIF-2a inh: inhibitors of HIF-2a. 360,000 compounds, 0.72% hits. inhibition, % at 18.8 µM. 786-0 RCC cells HIF-2a reporter, luciferase luminescence, overnight. AID 624352;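 active means inhibition of the luminescence signal of 40% or more relative to plate controls, in a single-dose primary screen at 18.75 µM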
NR2E3 ag-1: human photoreceptor-specific nuclear receptor agonism; inhibition of corepressor binding, % at 3.98 µM; CHO-S Gal4-NCOR/VP16-NR2E3 two-hybrid, luciferase; AID 602229; Q9Y5X4; 360,000 compounds, 0.35% hits;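 active means inhibition above the mean of all tested compounds plus 3 SD, cut at about 70% in these data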;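 further: 0% = DMSO with NR2E3 transfected cells and 100% = cells lacking NR2E3 construct; higher means lower luciferase signal from less NR2E3 corepressor binding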
Target sequence (Q9Y5X4 whole entry, looked up, the tested form may be a part): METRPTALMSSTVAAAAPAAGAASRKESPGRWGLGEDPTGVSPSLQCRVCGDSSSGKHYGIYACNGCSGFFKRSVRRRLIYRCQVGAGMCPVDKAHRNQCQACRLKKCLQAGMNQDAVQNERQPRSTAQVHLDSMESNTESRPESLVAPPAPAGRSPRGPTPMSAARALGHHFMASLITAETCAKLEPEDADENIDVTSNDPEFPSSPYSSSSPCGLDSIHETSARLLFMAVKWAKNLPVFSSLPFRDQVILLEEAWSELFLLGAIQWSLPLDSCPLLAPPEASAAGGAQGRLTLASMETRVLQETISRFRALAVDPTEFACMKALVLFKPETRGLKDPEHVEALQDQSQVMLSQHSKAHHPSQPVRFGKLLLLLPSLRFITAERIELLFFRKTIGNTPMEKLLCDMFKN
hiPSC survival: enhancers of human iPSC single-cell survival | hiPSC single-cell survival, ATPlite luminescence; 100% = ROCK inhibitor wells, 0% = DMSO | survival enhancement, % at 20 µM | 360,000 compounds, 0.044% hits; in the data active means survival enhancement above about 18%;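 further: cells exposed to compounds for 16 hours before the ATP read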
CaV13 FRET inh: Disruptors of the CACNA1D IQ motif to Ca2+-dependent inactivation inhibitor domain association, primary screening, Förster resonance energy transfer in intact living … | 340,000 compounds, 0.098% hits | inhibition, % at 12.3 µM | AID 743397 | HEK cells, CFP/YFP FRET ICDI-IQ, plate reader, 10 min; percent FRET-ratio fall versus neutral wells;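 active means mean replicate inhibition of at least 30% and at least 1% of replicates passing that level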;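 further: 0% = median of the neutral control wells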
NR2E3 ag-2: NR2E3 (human) agonism; inhibition of corepressor binding, % at 4.78 µM; AID 2300; Q9Y5X4; 320,000 compounds, 0.12% hits; GST-NR2E3/biotin-RetCOR TR-FRET, 1536-well;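 active means percent inhibition above the cutoff of mean plus 3 SD of all tested compounds, set per screening campaign, cut at about 20% in these data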;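 further: 0% = DMSO wells and 100% = biotin wells as full block of FRET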
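Material: NR2E3–RetCOR corepressor complex / Incubation: Compound–protein incubation for 5 h at 4 °C / Dosing: compound at 4.8 µM, single dose / Detection: time-resolved FRET / Benchmarks: high control biotin, low control 0.6% DMSO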
Shn3 inh set2: inhibitors of Schnurri-3 3'UTR reporter in osteoblasts; Clone20 osteoblast Shn3 3'UTR firefly luciferase, 24 h; inhibition, % at 12.5 µM; 360,000 compounds, 0.52% hits; AID 588674;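 active means mean inhibition of at least 75% with every replicate also reaching 75%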;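 further: 0% = median of neutral control wells and 100% = pilot-screen positive control compound; some compounds past the cut are filed as inactive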
HTR2A ag: mouse HTR2A agonism via beta-arrestin recruitment; CHO-K1 mHTR2A beta-arrestin complementation, luminescence; percent of 30 µM serotonin response; activation, % at 7.6 µM; 360,000 compounds, 0.66% hits; P35363;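 active means activation above a run cutoff, the mean activation of all tested compounds plus 3 SD, cut at about 14% in these data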;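 further: 0% = plate median of compound wells and 100% = 30 µM serotonin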
Target sequence (P35363 whole entry, looked up): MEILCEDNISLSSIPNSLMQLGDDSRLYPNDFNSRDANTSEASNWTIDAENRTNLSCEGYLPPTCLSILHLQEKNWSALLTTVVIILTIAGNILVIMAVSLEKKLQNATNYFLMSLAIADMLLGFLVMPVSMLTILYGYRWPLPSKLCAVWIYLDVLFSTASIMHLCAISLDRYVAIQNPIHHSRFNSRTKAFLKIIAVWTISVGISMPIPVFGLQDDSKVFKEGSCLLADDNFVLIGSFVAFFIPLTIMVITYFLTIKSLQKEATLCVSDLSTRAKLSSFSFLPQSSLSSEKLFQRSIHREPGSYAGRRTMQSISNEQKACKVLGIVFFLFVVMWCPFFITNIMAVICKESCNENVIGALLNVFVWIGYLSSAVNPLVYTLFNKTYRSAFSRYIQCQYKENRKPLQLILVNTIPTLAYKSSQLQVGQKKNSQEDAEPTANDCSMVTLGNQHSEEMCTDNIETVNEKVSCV
TRPM1 prom inh: reduces MITF-dependent TRPM1 promoter luciferase signal; inhibition, % at 12.5 µM; SK-MEL-5 TRPM1 promoter luciferase, 24 h; 330,000 compounds, 0.83% hits;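 active means mean inhibition across replicates of 60% or more, whatever share of single replicates reaches that level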; further: values of inactives mirror those of a sister screen read the other way
PDI inh: inhibitors of human protein disulfide isomerase; P07237; PDI insulin aggregation turbidity, A650, 90 min; inhibition, % at 10 µM; 350,000 compounds, 0.052% hits; AID 588391;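 active means mean inhibition across replicates of 30% or more, whatever share of single replicates reach that level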;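 further: absorbance from insulin aggregation driven by PDI reduction with DTT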
Cardio protect: myocardial damage modulation in H9c2 cells; H9c2 cardiomyocytes, H2O2 injury protection, ATPLite, 2 h; protection from H2O2 cell death, % at 20 µM; 360,000 compounds, 0.63% hits; AID 588492;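 active means compounds giving at least 50% protection of heart cells from peroxide-induced death in the single-dose screen, raw or plate-pattern-corrected value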;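 further: 0% = DMSO wells with peroxide and 100% = DMSO wells without peroxide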
Peg3 promoter: reduces Peg3 promoter-driven luciferase expression in HeLa; 360,000 compounds, 1.7% hits; inhibition, % at 20 µM; HeLa PEG-Prom luciferase reporter, luminescence, overnight;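 active means inhibition of at least 50% at 20 µM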
* marks the source's active call; other numbers are inactive results; x = no result given.

SMILES,HIF-2a inh,NR2E3 ag-1,hiPSC survival,CaV13 FRET inh,NR2E3 ag-2,Shn3 inh set2,HTR2A ag,TRPM1 prom inh,PDI inh,Cardio protect,Peg3 promoter
CC(=O)NCCNC(=O)c1ccc(Sc2ccccc2)c([N+](=O)[O-])c1,5,17,-2.0,-5,0,5,-5,-11,3,-7,10
Cc1onc(-c2ccccc2)c1C(=O)NNC(=S)NC(=O)c1ccc(Br)cc1,6,-9,0.7,-5,-2,-13,-1,2,-1,1,13
CCCC(=O)Nc1c(-c2cccc(C)c2)c(=O)c2ccccc2n1C,14,-2,0.1,-18,-2,-6,-1,1,-2,1,-3
CC1(C)C2CCC1(CS(=O)(=O)N1CCCC1C(=O)O)C(=O)C2 (stereo not drawn),14,2,2.5,-6,x,-13,3,-8,-5,-1,6
COc1ccccc1N=c1sc2ccccc2n1C,-14,-14,-2.7,-5,1,-4,-3,-4,5,5,-24
CC1(C(=O)NCc2ccccc2Br)CCN1Cc1ccc(-c2ccccn2)cc1 (stereo not drawn),5,-10,0.0,-13,x,42,-2,x,-8,-22,8
Cc1ccsc1/C=C/C(=O)O,23,-3,0.1,-3,-1,-3,-1,-4,-6,-4,4
COc1ccc(NS(=O)(=O)c2ccc(C)cc2)c([N+](=O)[O-])c1,-23,-31,-0.6,-2,3,-4,-7,11,5,-3,-9
CCC(=O)Nc1ccccc1C(=O)OCC(=O)c1cccc2ccccc12,-96,-46,-1.9,-4,-3,16,1,22,-3,10,-15
C=CCn1c(=N)n(CC(=O)c2ccc(Br)cc2)c2ccccc21,-39,20,-0.7,-21,2,-7,4,1,-9,-6,-16
C=CCn1c(Sc2nc(C)cs2)nc2c1c(=O)[nH]c(=O)n2C,20,19,2.0,-3,-1,1,0,-2,-4,4,-2
COc1ccc(N(CC(=O)Nc2ccc(C)cn2)S(=O)(=O)c2c(C)nn(C)c2C)cc1,14,-19,3.1,-3,0,15,-5,x,x,13,-4
CCOC(=O)[C@]12CCC=C1N(Cc1ccccc1)C(=O)[C@H](CC(=O)N1CCN(C(=O)c3ccco3)CC1)C2,15,8,-0.1,-9,x,x,1,x,x,x,x
COc1cccc(NC(=O)Cn2c(=O)n(CCC(=O)NC3CCN(Cc4ccccc4)CC3)c(=O)c3ccccc32)c1,10,-1,-0.5,-2,2,3,-6,-16,3,43,15
C#Cc1ccc([C@@H]2C=C(C(=O)OCC=C)O[C@H](OCc3ccc(CO)cc3)C2)cc1,-14,-17,-1.1,-9,0,-55,6,-8,6,-3,-5
CC1CC(C)(C)NC(=S)N1CCCC(=O)Nc1ccccc1F (stereo not drawn),15,2,-0.1,-19,6,13,-3,14,-2,-4,0
Cc1ccc2[nH]c3c(=O)n(CC(=O)Nc4ccccc4N4CCN(C)CC4)ncc3c2c1,-4,14,-0.7,-4,0,0,-4,-5,6,-3,53*
COc1ccc2[nH]c(=O)c(COC(=O)c3cccs3)cc2c1,-1,-18,-1.5,-10,-2,3,0,6,2,19,-12
CC(C)NS(=O)(=O)c1ccc(CCC(=O)NCc2cccnc2)cc1,17,1,-1.3,-4,20,-6,-2,12,-5,-2,-15
Cc1cc(=O)n2nc(N3CCC(C(=O)NCc4ccccc4Cl)CC3)sc2n1,15,19,0.3,-6,1,8,12,7,-6,4,-4
COc1nc(C)ccc1-c1noc(-c2ccccn2)n1,-139,-90,-3.2,-7,3,-50,1,-64,3,-12,-82
CC1Cc2ccccc2N1c1ncnc2nc[nH]c12 (stereo not drawn),-87,-64,0.6,x,4,-7,0,-10,1,-22,-53
Cc1ccc(NC(=O)CSc2nnc(N)s2)cc1S(=O)(=O)N1CCCCC1,9,-21,0.0,-5,1,9,10,0,-3,4,14
O=C(Nc1cccc(O)c1)c1ccc(Br)cc1,-260,-24,-2.2,x,-1,-59,2,-70,-3,-12,-249
CC(C)CC(O)C1CCN(C(=O)CCc2nnc(-c3ccc4c(c3)OCO4)o2)CC1 (stereo not drawn),-14,8,0.3,x,x,-28,2,-13,-1,0,4
COc1cc(OC)cc(-c2nnc(SCC(=O)N3CCCCC3)o2)c1,-37,3,-0.5,-2,1,-26,6,-8,x,-9,-15
N#Cc1c(C(F)(F)F)cc(-c2cccs2)nc1SCc1ccc(Cl)nc1,8,-18,-0.3,-11,3,5,0,-9,-7,-6,5
CCn1ncc(Br)c1C(=O)Nc1c(C)nn(Cc2c(F)c(F)c(F)c(F)c2F)c1C,12,3,-0.5,x,x,20,6,2,-4,-5,5
CC(C(=O)OCC(=O)NC1CCCCC1)N1C(=O)c2ccccc2C1=O (stereo not drawn),10,-7,-0.2,-6,x,6,-2,3,3,2,0
O=C1OC(c2ccc(F)cc2)CC1CN1CCOCC1 (stereo not drawn),-4,18,1.0,13,x,3,-1,x,x,3,6
CCC(=O)N1CCCN(S(=O)(=O)c2ccc(C)cc2)C1c1ccc(OC)cc1 (stereo not drawn),23,-37,0.4,-3,2,18,-5,10,13,0,18
CC(=O)NC(CCS(C)(=O)=O)C(=O)Nc1ccccc1Cl (stereo not drawn),7,2,-3.5,-3,1,-2,0,-12,4,-6,-2
Nn1c(SCC(=O)Nc2ccccc2F)nc2ccccc2c1=O,11,18,3.5,-3,2,19,-1,-8,2,-9,-5
N#Cc1cccc(C=C(C(=O)c2ccccc2)c2ccccc2)c1,41*,2,-1.4,-11,x,x,-6,x,x,x,x
CCOc1cccc(-c2c(C(=O)N/N=C/c3ccc(C)s3)nnn2-c2nonc2N)c1,-21,-1,-0.7,-15,2,6,-4,-14,-8,11,-10
COCCNC(=O)CSc1ccc(-c2nc3ccccc3[nH]2)cn1,-26,-23,0.0,-6,2,7,5,4,-1,1,-6
O=C(CN1CCCC1c1cccs1)Nc1cccc(S(=O)(=O)N2CCCC2)c1 (stereo not drawn),11,-21,-0.2,-7,1,4,1,2,-8,-7,7
Cc1cccc(C(=O)NCC(=O)OCC(=O)NC2CCCCC2)c1,0,0,-1.6,-5,x,2,-11,-1,5,1,4
Cc1cc([N+](=O)[O-])nn1Cc1c(F)c(F)c(F)c(F)c1F,14,-19,0.2,-3,3,-14,-3,8,9,-1,20
COc1ccc(NC(=O)CN(C)C(=O)C2CC(=O)N(CCc3ccc(OC)c(OC)c3)C2)cc1 (stereo not drawn),9,-6,0.6,-5,x,-7,2,-2,-7,-6,-2
Cc1ccccc1C(=O)N[C@H](C(=O)OCC(=O)c1ccc[nH]1)C(C)C,4,9,-0.4,-6,2,-4,0,1,5,1,19
O=C(O)C1CC=CCC1C(=O)NCCc1csc(-c2ccccc2)n1 (stereo not drawn),-169,-23,0.5,-4,1,-22,16*,-14,x,1,-42
COC(=O)C1=CN(Cc2ccc(OC)c(OC)c2)C=C(C(=O)OC)C1c1cccc(O)c1,-10,-6,-0.7,-1,2,-15,7,-5,1,13,4
COc1cc(OC)c2c(OC)cccc2n1,19,2,2.2,-5,2,-9,4,-1,3,1,19
O=C(Nc1ncc(Cl)cn1)c1cccs1,-127,-54,-0.4,-2,2,-62,-4,-25,-9,-2,-114
COc1ccc2c(c1)c(CC(=O)OC(C)C(=O)N(C)C)c(C)n2C(=O)c1ccc(Cl)cc1 (stereo not drawn),9,-3,-0.4,-4,1,2,-2,18,4,-2,23
CCCN1C(=O)CC(c2ccco2)Sc2ccccc21 (stereo not drawn),-13,-9,-2.1,-8,0,5,2,18,-1,-2,9
CCC1Cc2[nH][nH]c(=O)c2C(CC)O1 (stereo not drawn),6,-23,-1.2,-5,x,x,-1,x,x,x,x
COC(=O)c1cc(NC(=O)c2cccc(F)c2)cc(C(=O)OC)c1,-13,-6,-0.7,-3,-6,7,6,0,0,15,3
CC(=O)N1c2ccc(S(=O)(=O)NCCC(=O)NC3CCCCCC3)cc2CC1C (stereo not drawn),10,1,0.5,-2,-1,6,-4,13,8,-4,11
CCS(=O)(=O)c1ccc(O)c(NC(=O)CC2(CC(=O)O)CCCC2)c1,10,3,0.1,-20,1,-3,7,-2,5,-7,9
O=C(CN1CCN(Cc2ccccc2Cl)C1=O)NCC1CCCO1 (stereo not drawn),11,6,4.1,-7,-2,7,1,x,-10,10,3
Cc1c(CCC(=O)O)c(=O)oc2cc3occ(C(C)(C)C)c3cc12,23,-13,0.4,-2,1,4,4,0,-2,-7,3
Cc1cc(-c2ccc(S(=O)(=O)N(C)c3ccc(C)c(C)c3)s2)on1,8,-4,-0.3,-3,0,-13,-3,29,-13,-23,32
CC(C)NC[C@@H](O)c1ccc(O)c(O)c1,7,-28,-1.4,-4,3,0,2,-10,-16,-4,-12

As a working copy, some entries already given.
SMILES,HIF-2a inh,NR2E3 ag-1,hiPSC survival,CaV13 FRET inh,NR2E3 ag-2,Shn3 inh set2,HTR2A ag,TRPM1 prom inh,PDI inh,Cardio protect,Peg3 promoter
Cc1cc(-c2ccc(S(=O)(=O)N(C)c3ccc(C)c(C)c3)s2)on1,8,-4,-0.3,-3,0,-13,-3,29,-13,-23,32
CC(C)NC[C@@H](O)c1ccc(O)c(O)c1,7,-28,-1.4,-4,3,0,2,-10,-16,-4,-12
